# HPDE-C7 cytotoxicity: HPDE-C7 pancreatic duct cell viability loss – fluorescence, HTS (AID 430); HPDE-C7 pancreatic duct cells viability, fluorescence; higher % means a stronger effect; cytotoxicity, % at 10 µM; hits with a dose series show EC50 in µM; 63,000 tested, 1.8% active;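 also: cells exposed to compound for 48 hours before viability readout; 0% = vehicle and 100% = reference cytotoxic drug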
# Spn PMK inh: S. pneumoniae PMK inhibition; purified PMK, PK/LDH-coupled NADH absorbance 340 nm; inhibition, % at 10 µM; 65,000 tested, 0.49% active; AID 539;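 active = top-ranked compounds by inhibition in the single 10 µM screen, taking a fixed number of the strongest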;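 also: 0% = full reaction with DMSO carrier and 100% = background rate without enzyme reaction; no value below 0 was filed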
# DPM-DC inhibit: S. pneumoniae DPM-DC inhibition; purified DPM-DC, PK/LDH coupled NADH fluorescence; calls only at 10 µM; 65,000 tested, 0.49% active;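 active = the 320 compounds with the highest percent inhibition in the single-dose primary screen, excluding strongly autofluorescent ones, cut at about 32% in these data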;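 also: kinetic rate of NADH fluorescence loss reporting ADP formed by the decarboxylase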
# LYP phosphatase: LYP phosphatase inhibitors, primary screen, biochemical, DiFMUP fluorescence, recombinant catalytic domain, 10 µM (AID 606). recombinant LYP catalytic domain, DiFMUP fluorescence; higher % means a stronger effect. inhibition, % at 10 µM, or IC50 in µM where a hit was titrated. 52,000 tested, under 10 active;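 active = IC50 under 40 µM in the dose-response test; inactive = IC50 of 40 µM or more, or never dose-tested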
# Bfl-1 inhibitors: displacement of Bid BH3 peptide from Bfl-1 – biochemical, fluorescence polarization, FITC-Bid, mouse, primary screen (AID 432). FITC-Bid BH3 peptide fluorescence polarization displacement; higher % means a stronger effect. displacement, % at 20 µM, or IC50 in µM where a hit was titrated. 64,000 tested, 0.02% active; in the data active = a potency from the dose series; inactive = the rest, 99 in 100 with displacement below about 15%; also: strong numbers were not always called active
# HT1080 cytotoxicity: HT1080 cell viability loss – fluorescence readout (AID 620) | HT1080 viability, fluorescence; higher % means a stronger effect | cytotoxicity, % at 10 µM; hits with a dose series show EC50 in µM | 87,000 tested, 0.42% active;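 also: cells exposed to compound overnight then 4 h with Alamar Blue; 0% = vehicle DMSO and 100% = killing control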
# Alkaline phosphatase: inhibition of tissue-nonspecific alkaline phosphatase – biochemical, luminescent (AID 518); 64,000 tested, 0.09% active; purified TNAP enzyme, luminescent substrate readout; higher % means a stronger effect; inhibition, % at 20 µM, or IC50 in µM where a hit was titrated; in the data active = a potency from the dose series; inactive = the rest, 99 in 100 with inhibition below about 22%;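 also: plate controls were vehicle for no effect and reference inhibitor for full effect; many of its hits are not listed in these tables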
# Spn MK inh: inhibitors of Streptococcus pneumoniae mevalonate kinase | purified MK, PK/LDH-coupled NADH absorbance 340 nm | inhibition, % at 10 µM | 65,000 tested, 0.48% active;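 active = ranked among the strongest by inhibition in the single 10 µM screen, a fixed top-ranked set picked for dose follow-up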; also: no value below 0 was filed
# KRASV12 cytotoxicity: viability loss of HPDE-C7K cells – cell-based, fluorescence, HTS, primary screen (AID 431). HPDE-C7K KRASV12 cells, Alamar Blue viability, 48 h; higher % means a stronger effect. cytotoxicity, % at 10 µM, or EC50 in µM where a hit was titrated. 63,000 tested, 1.7% active;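 active = compounds whose percent cytotoxicity in the single-dose primary screen, scaled between solvent and toxic-drug controls, exceeds 50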;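 also: 0% = DMSO solvent wells and 100% = doxorubicin-treated wells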
# Spn PMK inh pilot replicates: further read-out of Spn PMK inh, marked with its call; inhibition, %; measured here: pilot screen replicates
# Spn MK inh pilot replicates: recorded beside Spn MK inh, whose call it bears; inhibition, %; measured here: pilot screen replicates
# DPM-DC inhibit pilot screen %: second read-out of DPM-DC inhibit, no call of its own (marks repeat the call); inhibition, %; measured here: pilot screen trials
# An asterisk follows results filed as active; i = inactive; . = not tested or not shown; + = active, no number. Rule as the data show it, unless noted: active = cytotoxicity above about 50%; inactive = the rest.
SMILES,HPDE-C7 cytotoxicity,Spn PMK inh,DPM-DC inhibit,LYP phosphatase,Bfl-1 inhibitors,HT1080 cytotoxicity,Alkaline phosphatase,Spn MK inh,KRASV12 cytotoxicity,others
CC1(C)S[C@@H]2[C@H](NC(=O)Cc3ccccc3)C(=O)N2[C@H]1C(=O)O,13%,1,i,15%,-3%,-5%,9%,9,11%,Spn PMK inh pilot replicates=4.0;Spn MK inh pilot replicates=3.0;DPM-DC inhibit pilot screen %=0.0
Cc1ccc2oc(=O)cc(CN3CCC(C)CC3)c2c1,1%,13,i,.,-1%,-26%,7%,12,-12%,
O=C(C1CCN(Cc2cc(Cl)ccc2O)CC1)N1CCN(Cc2ccccc2)CC1,32%,10,i,9%,-5%,-3%,14%,10,26%,
Cc1ccc(NC(=O)CCc2c(C)nc3ncnn3c2C)cc1,-5%,6,i,15%,-9%,1%,14%,2,-1%,
COc1cccc(C2CC(C(F)(F)F)n3ncc(C(=O)NCC4CCCO4)c3N2)c1 (centres undefined),-5%,15,i,.,-5%,-5%,1%,0,-1%,
COc1ccccc1-n1c(SCC(=O)N2CCCCC2)nc2cccnc21,-12%,0,i,.,-3%,20%,7%,14,-3%,
O=C(CC(Nc1ccccc1)C(=O)O)c1ccccc1 (centres undefined),4%,0,i,4%,1%,4%,15%,7,7%,
COc1ccc(CNC(=O)C2C3C=CC4(CN(Cc5cccnc5)C(=O)C24)O3)cc1 (centres undefined),-1%,12,i,.,-2%,.,8%,0,8%,
CCOc1cc(C(=O)Nc2cc(C)on2)cc(OCC)c1OCC,8%,0,i,0%,-1%,1%,8%,0,-2%,
COc1cccc(-c2nnc(NC(=O)c3ccc(S(=O)(=O)N4CC(C)OC(C)C4)cc3)o2)c1 (centres undefined),-6%,15,i,-4%,-3%,-2%,4%,1,-4%,
CCCCSc1nc(C)c(CC(=O)OC)c(=O)[nH]1,-5%,6,i,-6%,-7%,-22%,13%,14,-15%,
c1ccc(-c2noc(C3CCCCC3)n2)nc1,-18%,7,i,.,4%,-7%,9%,2,-19%,Spn PMK inh pilot replicates=1.5;Spn MK inh pilot replicates=4.5;DPM-DC inhibit pilot screen %=4.5
COc1cccc(C2CC(c3ccccc3Cl)n3ncnc3N2)c1 (centres undefined),6%,10,i,1%,-6%,15%,4%,7,7%,
CCc1cccc(NC(=O)CCc2nc(-c3cccs3)no2)c1,12%,12,i,2%,-7%,3%,25%,11,27%,Spn PMK inh pilot replicates=2.0;Spn MK inh pilot replicates=2.0;DPM-DC inhibit pilot screen %=0.5
COc1cc(C)c(Cl)c(C)c1S(=O)(=O)NCc1ccc2c(c1)OCO2,6%,0,i,11%,3%,1%,14%,3,-1%,
CCc1ccc(C=NC23CN4CN(CN(C4)C2)C3)s1,7%,0,i,1%,-4%,2%,6%,2,2%,Spn PMK inh pilot replicates=1.0;Spn MK inh pilot replicates=5.5;DPM-DC inhibit pilot screen %=6.5
COc1ccc(CNc2nc3c(c(=O)n(Cc4ccc(F)cc4)c(=O)n3C)n2C)cc1,10%,19,i,1%,0%,7%,2%,5,18%,
COC(=O)c1ccccc1NC(=O)N1CCN(S(=O)(=O)c2ccc(Cl)cc2)CC1,5%,3,i,-6%,2%,-7%,6%,6,-2%,
COc1cccc(-c2nn(C)c3sc(C(=O)NCc4ccccn4)cc23)c1,-5%,7,.,.,3%,-3%,12%,7,15%,
O=C1C(Cl)=C(N2CCCCC2)C(=O)N1c1ccccc1,-9%,11,i,8%,14%,5%,1%,6,-15%,
COc1ccc(C2C(C(=O)N3CCOCC3)CCC(=O)N2c2cc(OC)c(OC)c(OC)c2)cc1 (centres undefined),-8%,2,i,20%,-2%,-4%,8%,8,-12%,
COc1ccc2cc(CN(CCc3ccccc3)Cc3nnnn3Cc3ccco3)c(=O)[nH]c2c1,36%,1,i,2%,10%,30%,8%,3,34%,
CC(C)C(NS(=O)(=O)c1cccs1)C(=O)NCCN1CCN(c2ccccc2)CC1 (centres undefined),-11%,16,i,0%,-5%,-3%,12%,0,10%,
COC(=O)c1cc(=O)nc2sc(-c3cccs3)nn12,-2%,10,.,-4%,1%,26%,8%,0,-5%,Spn PMK inh pilot replicates=1.5;Spn MK inh pilot replicates=0.5
Cc1cc(C)cc(NC(=O)CSc2nnc(Cn3c(=O)sc4ccccc43)n2C)c1,-7%,0,i,-2%,6%,5%,4%,3,-3%,
CCc1ccc2[nH]c(=O)c(CN(Cc3ccccc3OC)Cc3nnnn3Cc3ccco3)cc2c1,41%,1,i,8%,-5%,-9%,4%,4,42%,
CCCCCCn1c(SCC(C)C)nc2c1c(=O)[nH]c(=O)n2C,11%,13,i,0%,-1%,-4%,11%,0,24%,
CC(C)C(OC(=O)c1cccs1)C(=O)NCc1cccs1 (centres undefined),2%,7,i,10%,2%,4%,10%,7,1%,
CCOC(=O)c1ccc(NC(=O)CSc2nc3c(c(=O)n2-c2ccccc2OC)SCC3)cc1,5%,7,i,-10%,0%,6%,11%,11,2%,
COc1cccc(C2C(C(=O)Nc3ccc(C)cc3C)=C(C)Nc3ncnn32)c1OC (centres undefined),4%,12,i,4%,-12%,-1%,12%,11,-6%,
Cn1nnnc1SCC(=O)NC1CCCCC1,2%,12,i,21%,1%,1%,17%,3,-3%,Spn PMK inh pilot replicates=2.0;Spn MK inh pilot replicates=0.0;DPM-DC inhibit pilot screen %=1.0
Cc1ccc(OCc2ccc(C(=O)Nc3nccs3)o2)cc1,-1%,13,i,.,-2%,8%,11%,0,-18%,
COc1ccc(NC(=O)c2cc(-c3ccccc3OC)on2)cc1,54%*,11,i,4%,-5%,38%,13%,48*,39%,
Cn1cnc2c1c(=O)n(Cc1ccc(F)cc1Cl)c(=O)n2C,-15%,3,i,3%,-3%,-4%,7%,9,-12%,
CN(C)C(=O)NCc1ccc(S(N)(=O)=O)cc1,-10%,0,i,14%,2%,12%,12%,2,-11%,
CCc1ccc(NC(=O)CSc2nnc(-c3cnccn3)n2Cc2ccco2)cc1,.,9,i,6%,-2%,-2%,7%,7,.,
Cc1ccc(-c2nn3c(-c4ccco4)nnc3c3ccccc23)cc1S(=O)(=O)N1CCOCC1,-25%,0,i,15%,0%,-10%,2%,0,-14%,
COC(=O)CC1=C(C(=O)OC)C(c2ccc3c(c2Cl)OCO3)C(C#N)=C(N)O1 (centres undefined),32%,0,i,7%,-9%,-14%,6%,7,29%,
O=C(Cn1c(NCCO)nc2ccccc21)c1ccccc1,-1%,5,i,17%,-3%,-4%,8%,14,17%,Spn PMK inh pilot replicates=2.0;Spn MK inh pilot replicates=3.5;DPM-DC inhibit pilot screen %=3.5
COCCNC(=O)C(C#N)c1nc2ccccc2nc1N1CCCCCC1 (centres undefined),-2%,10,+,.,0%,1%,20%,5,-5%,

# Overlap with the part before: two entries, followed by the next part.
SMILES,HPDE-C7 cytotoxicity,Spn PMK inh,DPM-DC inhibit,LYP phosphatase,Bfl-1 inhibitors,HT1080 cytotoxicity,Alkaline phosphatase,Spn MK inh,KRASV12 cytotoxicity,others
O=C(Cn1c(NCCO)nc2ccccc21)c1ccccc1,-1%,5,i,17%,-3%,-4%,8%,14,17%,Spn PMK inh pilot replicates=2.0;Spn MK inh pilot replicates=3.5;DPM-DC inhibit pilot screen %=3.5
COCCNC(=O)C(C#N)c1nc2ccccc2nc1N1CCCCCC1 (centres undefined),-2%,10,+,.,0%,1%,20%,5,-5%,
CSc1ccccc1NC(=O)c1ccncc1,-5%,8,i,13%,-1%,3%,12%,10,-7%,
c1cn(CCCNc2ncnc3nc[nH]c23)cn1,-11%,6,i,0%,-3%,-1%,-15%,0,-16%,
Cc1c(NC(=O)NCc2ccccc2)c(=O)n(-c2ccccc2)n1C,-9%,0,i,14%,-7%,9%,11%,8,-2%,
Cc1nc2ccc(C(=O)N3CCSCC3)cc2s1,-2%,0,i,3%,-3%,0%,6%,4,5%,
Cc1cc(Cl)ccc1OCC(=O)N1CC(C)CC(C)C1 (centres undefined),-10%,7,i,-6%,2%,-3%,13%,8,1%,
Cc1noc(C)c1S(=O)(=O)N1CCCC(C(=O)N2CCc3ccccc3C2)C1 (centres undefined),-16%,0,i,1%,-9%,-4%,3%,6,-13%,
CN(C)c1ccc(Nc2nc(-c3cccnc3)cs2)cc1,-16%,8,i,-1%,6%,10%,16%,13,-6%,
Cc1nnc2c(NC(C)C)nc3ccccc3n12,15%,0,i,.,-1%,2%,11%,3,0%,
CCOC(=O)C1[C@H]2C(=O)N(CCCOC)C[C@]23C=C[C@H]1O3 (some centres undefined),-1%,0,i,-9%,-7%,28%,15%,7,4%,
Cc1ccc(Cn2c(N3CCCCCC3)nc3c2c(=O)[nH]c(=O)n3C)cc1,-19%,8,i,10%,-10%,-13%,12%,16,-11%,
COc1ccc2c(c1OC)C(=O)O[C@@H]2[C@H]1c2c(cc3c(c2OC)OCO3)CCN1C,4%,0,i,13%,-7%,1%,4%,3,-3%,Spn PMK inh pilot replicates=3.5;Spn MK inh pilot replicates=2.0;DPM-DC inhibit pilot screen %=0.0
Cc1nn(C)c(C)c1S(=O)(=O)N1CCCC(C(=O)NC2CCCCCC2)C1 (centres undefined),-8%,8,i,-4%,-1%,-2%,1%,0,5%,
CC(C)(C)c1[nH]nc2c1C(c1ccccc1OC(=O)N1CCOCC1)C(C#N)=C(N)O2 (centres undefined),-7%,8,i,.,-2%,3%,2%,2,-19%,
CCc1c(C)nc(N)n2c(SCC(=O)N3CCN(c4ccccc4)CC3)nnc12,1%,3,i,16%,0%,-1%,6%,.,5%,
COc1ccccc1N1CCN(CC(O)COc2ccc(S(=O)(=O)N3CCOCC3)cc2)CC1 (centres undefined),4%,17,i,15%,-7%,1%,7%,4,0%,
CC(=O)c1cccc(NC(=O)Nc2cccs2)c1,-9%,0,i,6%,-3%,0%,8%,3,-2%,
COc1ccc(OC(C)C(=O)N2CCc3ccccc3C2)cc1 (centres undefined),6%,3,i,8%,-3%,-5%,3%,20,-1%,
Cc1cc(NC(=O)Cn2cc(C(F)(F)F)cc(Cl)c2=O)no1,4%,12,i,12%,-1%,-10%,7%,0,-8%,
COC(=O)c1ccc(OC(=O)c2ccc(OCc3c(C)noc3C)c(OC)c2)cc1,-25%,23,i,-6%,-1%,-2%,-15%,0,-33%,
CCc1ccc(C2CC(=O)NC(SCC(=O)OC(C)C)=C2C#N)cc1 (centres undefined),-9%,2,i,12%,7%,4%,7%,0,5%,
CCOC(=O)N1CCN(C(=O)c2cc(C)no2)CC1,-7%,7,i,11%,0%,-5%,12%,4,1%,
O=C1CC(N2CCN(c3ccccc3F)CC2)C(=O)N1c1ccc2c(c1)OCCO2 (centres undefined),-5%,18,i,15%,-6%,9%,6%,6,-11%,
O=C1c2ccccc2C(=O)N1CCSc1nnc(-c2ccco2)n1Cc1ccccc1,4%,3,i,.,-10%,-7%,6%,0,-7%,
CCCCC(=O)NCCc1cc2c(OC)ccc(OC)c2[nH]c1=O,-6%,12,i,1%,-6%,10%,10%,0,7%,
CCOc1ccc(S(=O)(=O)N2CCN(c3ccc(C)cc3C)CC2)cc1,14%,1,i,-2%,-2%,.,12%,4,21%,Spn PMK inh pilot replicates=0.0;Spn MK inh pilot replicates=1.5;DPM-DC inhibit pilot screen %=2.0

# High-throughput results (PubChem BioAssay)
